Assay outcomes (PubChem)
beta cell repl: induces beta-cell replication in MIN6 cells; proliferation, % at 10 µM; MIN6 cells proliferation, ATPlite luminescence, 48 h; cells starved in 0.2% serum; 100% = growth in 10% serum; hit rate 0.29% among 330,000;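 active means compounds whose signal lies at least 3.5 SD above the mean of all wells on their plate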;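 further: 0% = DMSO-treated cells in low-serum medium and 100% = 10% serum control; some compounds called inactive have numbers as strong as hits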
A3A deaminase: blocks human APOBEC3A ssDNA deamination. AID 493011. recombinant A3A, FAM/TAMRA ssDNA deamination fluorescence. hit rate 0.41% among 330,000. inhibition, % at 20 µM;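 active means at least 40% inhibition at 20 µM here, with at most 30% in a related deaminase screen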;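 further: plate controls were A3A with DMSO for no effect and wells lacking A3A enzyme for full effect; some results filed as inactive read as strong as hits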
Target sequence (P31941 whole entry, looked up): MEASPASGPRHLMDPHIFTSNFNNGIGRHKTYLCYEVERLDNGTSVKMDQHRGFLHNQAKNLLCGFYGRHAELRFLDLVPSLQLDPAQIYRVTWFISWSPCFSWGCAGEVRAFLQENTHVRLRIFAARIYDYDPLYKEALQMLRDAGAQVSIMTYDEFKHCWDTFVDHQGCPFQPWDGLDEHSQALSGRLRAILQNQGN
hIAP act: human IAP activation; P09923; purified human IAP, CDP-Star luminescence, 30 min; active compounds read high; 1 = vehicle-only enzyme, 0 = enzyme-free background; activation factor at 10 µM; hit rate 0.16% among 330,000; AID 2524;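 active means activation factor of the enzyme at least 2-fold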; further: the source names both 10 and 20 µM as test concentration; values of inactives mirror those of a sister screen read the other way
SENP1 FRET inh: inhibitors of human SENP1 SUMO protease catalytic domain; Q9P0U3; recombinant SENP1 catalytic domain, CyPet-SUMO1-YPet FRET cleavage; inhibition, % at 10 µM; hit rate 0.21% among 360,000; AID 624204;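 active means inhibition at least 30% at 10 µM, raw YFP signal under a set limit, fluorescence ratio 0.5 to 1.5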;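 further: 0% = enzyme with DMSO and 100% = no enzyme wells; some results filed as inactive read as strong as hits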
Target sequence (Q9P0U3 419-644 limits assumed): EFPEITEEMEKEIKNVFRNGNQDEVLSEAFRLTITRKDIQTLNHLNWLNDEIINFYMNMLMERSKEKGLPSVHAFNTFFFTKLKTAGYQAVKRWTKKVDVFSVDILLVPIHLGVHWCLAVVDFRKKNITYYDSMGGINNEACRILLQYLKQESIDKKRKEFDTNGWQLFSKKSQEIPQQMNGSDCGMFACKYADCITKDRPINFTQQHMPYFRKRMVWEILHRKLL
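Test system: hSENP1 catalytic domain, recombinant; Amount: 20 pM final SENP1 enzyme; Medium: Tris pH 8 buffer plus EDTA, NaCl, BME, BSA, NP40, catalase; Schedule: 50 min enzyme reaction, room temperature, light-protected; Technique: FRET fluorescence in CFP and YFP emission channels; Controls: no-enzyme wells low, DMSO-plus-enzyme wells high control.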
mIAP inh: blocks mouse intestinal alkaline phosphatase | purified mouse IAP, CDP-Star luminescence, 30 min | inhibition, % at 10 µM | hit rate 0.2% among 330,000;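 active means inhibition of at least 40% at 10 µM in the primary screen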;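 further: plate controls were DMSO with enzyme for no effect and no enzyme wells for full effect; values of inactives mirror those of a sister screen read the other way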
mIAP act: increases mouse intestinal alkaline phosphatase activity. activation factor at 10 µM. AID 2805. hit rate 0.24% among 330,000. muIAP, CDP-Star luminescence, 30 min; active compounds read high; 1 = vehicle-only enzyme signal, 0 = enzyme-free wells;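 active means activation factor of at least 2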; further: the source names both 10 and 20 µM as test concentration; values of inactives mirror those of a sister screen read the other way
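Assay system: mouse IAP enzyme; Reagent: CDP-Star chemiluminescent phosphatase substrate; Compound: DMSO-dissolved test compounds; Incubation: 30 min, room temperature; Technique: luminescence from enzymatic CDP-Star hydrolysis; Controls: DMSO-only wells and no-enzyme negative control.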
hIAP inh: human IAP inhibition. inhibition, % at 10 µM. purified IAP, CDP-Star luminescence, 30 min. hit rate 0.12% among 330,000;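 active means inhibition reaching a set limit with compound at 10 µM in the primary screen, cut at about 35% in these data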;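 further: plate controls were DMSO wells with enzyme for no effect and no-enzyme buffer wells for full effect; values of inactives mirror those of a sister screen read the other way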
NLRP3 yeast inh: inhibitors of NALP3 inflammasome in yeast; inhibition, % at 10 µM; hit rate 0.39% among 330,000; Yeast reconstituted NLRP3/ASC/caspase-1, beta-gal luminescence, 24 h;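 active means inhibition of 50% or more; inactive means inhibition below 50%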;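 further: plate controls were induced DMSO wells for no effect and uninduced yeast grown without galactose for full effect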
A3G deaminase: inhibitors of human APOBEC3G DNA deaminase | Q9HC16 | recombinant A3G, ssDNA deamination FAM/TAMRA fluorescence | inhibition, % at 20 µM | hit rate 0.28% among 330,000;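 active means inhibition of at least 40% at 20 µM, with no more than 30% in the related APOBEC3A deaminase screen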;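 further: plate controls were DMSO wells with A3G for no effect and wells lacking A3G enzyme for full effect; some compounds called inactive have numbers as strong as hits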
An asterisk follows results filed as active; / = not tested or not shown.

1. COc1ccc(-c2csc3ncnc(Sc4nnnn4C)c23)cc1
2. CN(C)c1ccc(-c2nc3cc(N)ccc3o2)cc1
3. Cn1cc(C(=O)N2CCCCCC2)c(=O)c2cc(S(=O)(=O)N3CCCCC3)ccc21
4. CC1CCN(S(=O)(=O)c2ccc3c(c2)N(CC(=O)N(C)Cc2ccco2)C(=O)CO3)CC1
5. CC1CC(C)CN(C(=O)c2cn(C)c3ccc(S(=O)(=O)N(C)C)cc3c2=O)C1 (configuration not stated)
6. COc1ccc(OCC2CCCN(Cc3nc(CC4CC4)no3)C2)cc1 (configuration not stated)
entry no.,1,2,3,4,5,6
beta cell repl,-4,-5,8,-1,-3,-1
A3A deaminase,-6,-4,1,-1,2,6
hIAP act,0.9,1.1,1.3,0.9,0.81,0.91
SENP1 FRET inh,-4,-42,2,0,1,0
mIAP inh,6,-11,0,-5,11,3
mIAP act,0.94,1.1,1,1.1,0.89,0.97
hIAP inh,10,-6,-28,10,19,9
NLRP3 yeast inh,12,42,8,4,21,43
A3G deaminase,-4,-5,-3,12,4,-1

7. Brc1ccc(Cn2c(-c3cncs3)nc3ccccc32)cc1
8. CSc1nnc(-c2ccc(C(F)(F)F)cn2)o1
9. CC(C)(C)C(=O)NC1(C(F)(F)F)NC(=O)N(c2ccc(F)cc2)C1=O (configuration not stated)
10. Cc1cc2c(c(=O)o1)C(c1ccc([N+](=O)[O-])o1)C(C#N)=C(N)O2 (configuration not stated)
11. O=C(c1ccc(CS(=O)(=O)c2ccccc2)o1)N1CCN(c2ncccn2)CC1
12. Cc1c(CN(C)CCc2ccccc2)c(=O)n(-c2ccccc2)n1C
entry no.,7,8,9,10,11,12
beta cell repl,-2,2,4,-3,-1,2
A3A deaminase,-4,1,0,21,4,-1
hIAP act,0.83,0.79,1.1,0.89,0.82,1.1
SENP1 FRET inh,-6,1,3,-61,2,-3
mIAP inh,2,3,2,35,0,2
mIAP act,0.98,0.97,0.98,0.65,1,0.98
hIAP inh,17,21,-8,11,18,-14
NLRP3 yeast inh,2,15,11,9,-5,14
A3G deaminase,-1,4,-4,8,-1,-7

13. CCS(=O)(=O)c1ccc2oc(Nc3ccc(C(C)C)cc3)nc2c1
14. C=CCc1ccc(OCCOCCNCCOC)c(OC)c1
15. COc1cccc(C(=O)Cn2c(=O)n(CCC(=O)NCC3CCCO3)c(=O)c3cc(OC)c(OC)cc32)c1 (configuration not stated)
16. COCCn1c(C)cc(C(=O)COC(=O)c2ccc[nH]c2=O)c1C
17. CC(C)c1ccc(NC(=S)NN2CCN(C)CC2)cc1
18. CC1CCCCN1C(=O)CCS(=O)(=O)c1cc2c(cc1Cl)NC(=O)CO2 (configuration not stated)
entry no.,13,14,15,16,17,18
beta cell repl,-5,1,0,-5,-1,1
A3A deaminase,1,-4,15,6,2,0
hIAP act,0.99,1.1,1.1,0.95,0.95,0.98
SENP1 FRET inh,1,-2,3,3,1,0
mIAP inh,19,2,-4,2,-3,-8
mIAP act,0.81,0.97,1,0.98,1,1.1
hIAP inh,1,-8,-8,5,4,2
NLRP3 yeast inh,-79,9,-6,3,20,9
A3G deaminase,68*,-4,-4,-4,-11,-11

For convenience, part of the list above:
6. COc1ccc(OCC2CCCN(Cc3nc(CC4CC4)no3)C2)cc1 (configuration not stated)
7. Brc1ccc(Cn2c(-c3cncs3)nc3ccccc32)cc1
8. CSc1nnc(-c2ccc(C(F)(F)F)cn2)o1
9. CC(C)(C)C(=O)NC1(C(F)(F)F)NC(=O)N(c2ccc(F)cc2)C1=O (configuration not stated)
10. Cc1cc2c(c(=O)o1)C(c1ccc([N+](=O)[O-])o1)C(C#N)=C(N)O2 (configuration not stated)
11. O=C(c1ccc(CS(=O)(=O)c2ccccc2)o1)N1CCN(c2ncccn2)CC1
12. Cc1c(CN(C)CCc2ccccc2)c(=O)n(-c2ccccc2)n1C
13. CCS(=O)(=O)c1ccc2oc(Nc3ccc(C(C)C)cc3)nc2c1
entry no.,6,7,8,9,10,11,12,13
beta cell repl,-1,-2,2,4,-3,-1,2,-5
A3A deaminase,6,-4,1,0,21,4,-1,1
hIAP act,0.91,0.83,0.79,1.1,0.89,0.82,1.1,0.99
SENP1 FRET inh,0,-6,1,3,-61,2,-3,1
mIAP inh,3,2,3,2,35,0,2,19
mIAP act,0.97,0.98,0.97,0.98,0.65,1,0.98,0.81
hIAP inh,9,17,21,-8,11,18,-14,1
NLRP3 yeast inh,43,2,15,11,9,-5,14,-79
A3G deaminase,-1,-1,4,-4,8,-1,-7,68*

14. C=CCc1ccc(OCCOCCNCCOC)c(OC)c1
15. COc1cccc(C(=O)Cn2c(=O)n(CCC(=O)NCC3CCCO3)c(=O)c3cc(OC)c(OC)cc32)c1 (configuration not stated)
16. COCCn1c(C)cc(C(=O)COC(=O)c2ccc[nH]c2=O)c1C
17. CC(C)c1ccc(NC(=S)NN2CCN(C)CC2)cc1
18. CC1CCCCN1C(=O)CCS(=O)(=O)c1cc2c(cc1Cl)NC(=O)CO2 (configuration not stated)
entry no.,14,15,16,17,18
beta cell repl,1,0,-5,-1,1
A3A deaminase,-4,15,6,2,0
hIAP act,1.1,1.1,0.95,0.95,0.98
SENP1 FRET inh,-2,3,3,1,0
mIAP inh,2,-4,2,-3,-8
mIAP act,0.97,1,0.98,1,1.1
hIAP inh,-8,-8,5,4,2
NLRP3 yeast inh,9,-6,3,20,9
A3G deaminase,-4,-4,-4,-11,-11

Later entries.
19. NC(=S)Nc1ccc(F)cc1F
20. O=C(NCc1ccc2c(c1)OCO2)c1ccc(CN2CCOCC2)cc1
21. CCOC(=O)NNc1ccc2nonc2c1[N+](=O)[O-]
22. Cc1cc(C)c2[nH]c(=O)c(C(c3nnnn3C(C)(C)C)N3CCN(C(=O)c4ccco4)CC3)cc2c1 (configuration not stated)
23. O=C(COc1cnc2ccccc2n1)NCCC1=CCCCC1
24. CCOC(=O)c1cnn2c(C(F)(F)F)cc(-c3ccco3)nc12
entry no.,19,20,21,22,23,24
beta cell repl,-2,2,-5,-2,-1,-1
A3A deaminase,0,-1,18,-4,6,-1
hIAP act,1.1,1.1,0.92,0.97,1.1,0.98
SENP1 FRET inh,3,2,/,-3,-2,-61
mIAP inh,2,-9,43*,1,2,8
mIAP act,0.98,1.1,0.57,0.99,0.98,0.92
hIAP inh,-10,-9,8,3,-8,2
NLRP3 yeast inh,17,11,-17,19,19,18
A3G deaminase,-4,-3,8,-10,-4,-1

25. COc1ccc(CC(=O)NCC(c2ccc(OC)cc2)N(C)C)cc1 (configuration not stated)
26. O=C(NC(Cc1ccccc1)C(=O)N1CCN(c2ccccc2O)CC1)c1ccccc1 (configuration not stated)
27. Cc1cc(-c2ccc(C(=O)O)s2)cnc1N
28. CCN(CCn1cccn1)C(=O)CC1C(=O)NCCN1Cc1ccc(F)c(F)c1 (configuration not stated)
entry no.,25,26,27,28
beta cell repl,-1,-1,2,-2
A3A deaminase,-1,-1,-2,-2
hIAP act,1.1,0.96,1,1.1
SENP1 FRET inh,0,2,-10,-8
mIAP inh,7,6,-1,-14
mIAP act,0.93,0.94,1,1.1
hIAP inh,-10,4,-3,-6
NLRP3 yeast inh,22,10,17,-3
A3G deaminase,-9,-6,-8,5

Only part of the results is shown (hit frequency here may not be typical).
